PTAP TSG101 blk: blocks PTAP/TSG101 interaction to inhibit HIV-1 budding; Q99816; Fluorescence polarization, FITC-PTAP peptide / Tsg101 binding; Potency, µM (titrated, usually from 115 µM), inactives show top-dose activity change, negative = inhibition, hits mostly inhibitors; 340,000 tested, under 10 active; active = well fitted inhibition curve with a large enough effect in the main read-out, with a control signal flat, not every such curve was filed as active; inconclusive = small, poorly fitted or top-dose-only effect, or effect the other way, or a change in a side signal; inactive = no such curve, though single readings can be large or run the other way; also: potency is read from the fitted curve at half-maximal effect; % of control where 0% means no effect
Target sequence (Q99816 whole entry, looked up): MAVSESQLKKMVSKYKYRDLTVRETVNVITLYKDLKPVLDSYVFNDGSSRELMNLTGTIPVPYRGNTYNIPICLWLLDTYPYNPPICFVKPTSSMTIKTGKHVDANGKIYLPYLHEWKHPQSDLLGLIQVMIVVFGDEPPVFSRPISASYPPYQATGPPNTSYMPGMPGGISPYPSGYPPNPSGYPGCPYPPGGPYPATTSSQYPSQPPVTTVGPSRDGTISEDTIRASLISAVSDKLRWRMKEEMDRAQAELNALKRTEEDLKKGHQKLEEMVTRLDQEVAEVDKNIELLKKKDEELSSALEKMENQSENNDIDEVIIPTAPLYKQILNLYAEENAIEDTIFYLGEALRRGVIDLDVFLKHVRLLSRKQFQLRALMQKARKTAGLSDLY
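FP read-out: FITC-PTAP peptide, 50 nM final, binding Tsg101 binding domain, 10 uM final; 20 min, r.t.; 10 mM HEPES pH 7.5, 0.15 M NaCl, 0.01% Tween 20, 3 mM EDTA, 0.1 mM TCEP.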
ELG1 DNA repair: inhibitors of ELG1-dependent DNA repair in HEK293T cells | HEK293T ELG1-luciferase reporter, luminescence, 16 h; DNA damage induced by 5-fluorouridine | Potency, µM (highest dose often 46.1 µM), for inactives: at the top dose activity change, negative = inhibition, most hits filed as inhibitors | 330,000 tested, 2.3% active | AID 504467; also: potency is read from the fitted curve at half-maximal effect; % is scaled to controls: 0 for no effect and ±100 for the full control effect; nearly all actives have a fitted effect of over 55% in size
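Reporter activity after DNA damage by 5-fluorouridine is monitored. Compound-treated cells incubate 16 hr at 37 °C, then ONE-Glo is added for 30 min before luminescence reading.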
B2AR arrestin: beta2AR (human) beta-arrestin recruitment activity. P07550. beta-arrestin recruitment to beta2AR, cell-based reporter. Potency, µM (doses to about 46.1 µM), for inactives: at the top dose activation, usual class: activators. 330,000 tested, 0.02% active. AID 492947;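 also: potency is read from the fitted curve at half-maximal effect; 0% = DMSO controls and full agonism = EC100 isoproterenol or metaproterenol; nearly all actives have a fitted effect of over 65% in size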
TCR act: T cell receptor activation. primary human leukocytes, anti-CD3, IL-2 HTRF, 48 h. 330,000 tested, under 10 active. Potency, µM (doses to about 9.22 µM), without a hit: at the highest dose activation of IL-2 secretion, actives largely listed as activators. AID 504894; also: % of control where 0% means no effect
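TCR engagement came from a-CD3 beads alone, with compounds added to primary human leukocytes for 48 hr. Secreted IL-2 bridged europium cryptate- and d2-labelled anti-IL-2 antibodies, giving FRET emission at 665nm after 320nm excitation.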
TSHR antag: antagonists of human thyroid stimulating hormone receptor; 330,000 tested, 0.2% active; P16473; TSHR-expressing cells, TSH-stimulated cAMP HTRF, 2 h; hits give low values; activity change, negative = inhibition, % at 11.5 µM;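 active = activity change below a set negative limit, meaning inhibition stronger than a set level, cut at about -70% in these data; inconclusive = activity change between two set negative limits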; also: % is scaled to controls: 0 for no effect and ±100 for the full control effect
Target sequence (P16473 whole entry, looked up): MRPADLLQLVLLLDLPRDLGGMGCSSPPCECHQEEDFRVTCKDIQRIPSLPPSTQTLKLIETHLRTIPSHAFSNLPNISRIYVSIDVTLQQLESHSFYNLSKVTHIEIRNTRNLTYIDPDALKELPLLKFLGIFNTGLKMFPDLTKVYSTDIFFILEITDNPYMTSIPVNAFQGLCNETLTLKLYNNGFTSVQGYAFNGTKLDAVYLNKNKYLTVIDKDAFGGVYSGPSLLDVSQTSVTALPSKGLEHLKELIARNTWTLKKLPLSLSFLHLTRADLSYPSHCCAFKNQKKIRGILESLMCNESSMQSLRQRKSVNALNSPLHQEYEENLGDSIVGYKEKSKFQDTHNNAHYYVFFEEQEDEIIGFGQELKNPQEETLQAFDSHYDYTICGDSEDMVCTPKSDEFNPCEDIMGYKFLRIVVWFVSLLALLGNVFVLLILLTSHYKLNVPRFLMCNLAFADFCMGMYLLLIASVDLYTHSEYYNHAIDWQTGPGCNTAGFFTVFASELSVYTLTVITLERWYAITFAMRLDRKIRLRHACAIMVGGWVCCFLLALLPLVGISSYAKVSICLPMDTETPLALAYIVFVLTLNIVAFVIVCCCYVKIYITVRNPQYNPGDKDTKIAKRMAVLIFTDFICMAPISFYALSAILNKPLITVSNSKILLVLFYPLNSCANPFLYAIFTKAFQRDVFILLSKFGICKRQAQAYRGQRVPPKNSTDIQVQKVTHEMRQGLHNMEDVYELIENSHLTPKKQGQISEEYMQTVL
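TSHR-expressing cells were treated with compounds, then stimulated with TSH at EC80 (4nM final) for 2 hours at 37 deg C. Cellular cAMP was measured by HTRF competition between lysate cAMP and cAMP-d2 for a cryptate-labelled anti-cAMP antibody.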
USP2a inh: inhibitors of human ubiquitin-specific protease USP2a. O75604. USP2 core, Ub-CHOP2 coupled fluorogenic reporter, 485/531. Potency, µM (series often up to 38.3 µM), for inactives: top-dose activity change, negative = inhibition, most hits filed as inhibitors. 330,000 tested, 0.01% active. AID 463254;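 also: potency is read from the fitted curve at half-maximal effect; plate controls were DMSO wells for no effect and full inhibition by NEM control for full effect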
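Deubiquitinase activity read as fluorescence (485/531 nm) after Ub-CHOP2 cleavage activates the enterokinase reporter on its substrate; USP2 core 10nM, Ub-CHOP2 and substrate 25nM each, 30min compound preincubation then 60min RT; data normalized to NEM, curves fitted.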
Tb PFK block: blocks T. brucei phosphofructokinase; 330,000 tested, 0.17% active; Potency, µM (titrated, usually from 57.5 µM), for the others: at the top dose activity, negative = inhibition, usual class: inhibitors; T. brucei PFK, ADP-Glo luminescence; O15648;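 also: potency is read from the fitted curve at half-maximal effect; 0% = uninhibited 1x PFK enzyme wells and -100% = no-enzyme wells; nearly all actives have a fitted effect of over 60% in size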
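Activity is normalized to no-enzyme wells (full inhibition) and 1.25 nM enzyme wells (no inhibition). Reaction: 0.5 mM F6P, 0.1 mM ATP, 45 min RT, ADP-Glo luminescence; concentration-response curves fitted and classed by quality.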
uPA generation: blocks generation of uPA at the cell surface | cell surface uPA generation assay, qHTS | Potency, µM (series often up to 38.3 µM), for the others: at the top dose activity change, negative = inhibition, actives largely listed as inhibitors | 330,000 tested, 0.31% active; active = well fitted inhibition curve with a large enough effect; inconclusive = small, poorly fitted or top-dose-only effect; inactive = no such curve, though single readings can be large or run the other way; tested in mouse RAW 264.7 cells; also: potency is read from the fitted curve at half-maximal effect; % is scaled to controls: 0 for no effect and ±100 for the full control effect; nearly all actives have a fitted effect of over 55% in size
Eya2 phos inh: inhibitors of human Eya2 phosphatase activity. 330,000 tested, 0.006% active. Potency, µM (top dose mostly 76.9 µM), for the others: at the top dose activity, negative = inhibition, usual class: inhibitors. recombinant Eya2, OMFP fluorescence dephosphorylation (OMFP is methylfluorescein phosphate). O00167. AID 488837; also: potency is read from the fitted curve at half-maximal effect; % is scaled to controls: 0 for no effect and ±100 for the full control effect
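Eya2 protein (added as 0.2 uM solution) was preincubated with compound for 10 min at ambient temperature in 50 mM HEPES pH 7.5, 50 mM NaCl, 5 uM MgCl2, 0.05% BSA, 1 mM DTT. OMFP (added at 50 uM) then reacted 10 min; fluorescence read at 485/525 nm.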
BCR signal inh: inhibitors of chronic active B-cell receptor signaling. Potency, µM (titrated, usually from 46.1 µM), for the others: at the highest dose ratio change, negative = lower green/red ratio, most hits filed as inhibitors. AID 493014. 340,000 tested, 0.05% active. ABC-DLBCL IkBa-CBG/CBR reporter, luminescence ratio, 4 h; active = well fitted inhibition curve with a large enough effect in the signal ratio, with a control signal flat, not every such curve was filed as active; inconclusive = small, poorly fitted or top-dose-only effect, or effect the other way, or a change in a side signal; the % refers to the signal ratio;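 also: potency is read from the fitted curve at half-maximal effect; plate controls were basal doxycycline-induced cells for no effect and cells given 10 µM MG132 for full effect; MG132 reads +100%, hits lower the ratio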
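Doxycycline induced both beetle luciferases in TMD8 lymphoma cells; IKK-driven degradation limits the IkappaBalpha-fused green signal, while red luminescence normalises for cell number and nonspecific effects. Compounds tested up to 46 uM, 4 hrs.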
Mito fusion act: inhibitors of mitochondrial division or activators of mitochondrial fusion; S. cerevisiae fusion-defective mutant growth rescue, CellTiterGlo 48 h; Potency, µM (highest dose often 46.1 µM), for inactives: at the top dose growth rescue (activation), actives largely listed as activators; 320,000 tested, 0.23% active; AID 485298;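 also: potency is read from the fitted curve at half-maximal effect; % of control where 0% means no effect; nearly all actives have a fitted effect of over 45% in size; temperature-sensitive fusion mutants such as fzo1-1 at 37 °C on non-fermentable ethanol glycerol medium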
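Compounds are tested for their ability to restore growth of mitochondrial fusion-defective yeast strains at non-permissive 37C in YPEG medium over 48 hours. Viability is quantified by luciferase luminescence.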
The depositor's hits bear a star; ? = inconclusive; . = not tested or not shown; [ ] = dose if it differs, or a comment. Unless noted, calls follow the shape of the dose curve; as a rule, active = well fitted curve in the direction sought with a large enough effect; inconclusive = small, poorly fitted or top-dose-only effect, or another doubt; inactive = no such curve, though single readings can be large; an effect the other way counts as inactive or inconclusive. Compounds were not picked by outcome; 3% or so of the library scored in one or more.

SMILES | PTAP TSG101 blk | ELG1 DNA repair | B2AR arrestin | TCR act | TSHR antag | USP2a inh | Tb PFK block | uPA generation | Eya2 phos inh | BCR signal inh | Mito fusion act
Cc1ccc(S(=O)(=O)N2CCC(C(=O)Nc3ccccc3N3CCCC3)CC2)cc1C | 1% | -12% | 0.1% | -3% | 3 | 1% | 0% | 0% | -16% | -7% | -1%
CCn1c(O)c(N=NC(=O)c2ccc(CSc3nncn3C)cc2)c2ccccc21 | -3% | ? | -0.1% | -2%[46.1 µM] | -8 | 1% | 2% | 6% | 1% | 0% | 1%
CCN(CC)CCNS(=O)(=O)c1ccc(Cl)cc1 | -6% | 1% | -0.5% | . | 1 | -2% | -1% | 1% | -5% | 5% | -3%
Cc1ccc(-n2nc(C)c(C3C(C#N)=C(N)OC4=C3C(=O)CCC4)c2Cl)cc1 (configuration not stated) | . | -20% | -3.6% | . | -18 | 2% | 0% | . | 16% | -4% | -1%
COC(C[C@H](O)[C@@H](C)[C@@H](O)COCc1ccccc1)OC | 0% | 2% | -0.8% | 9% | 3 | -1% | -5% | 8% | 9% | 10% | -1%
CCOC(=O)c1c(C)c(C(=O)Nc2ccc3c(c2)OCO3)c(C)n1C | . | 12% | -0.6% | . | 9 | 1% | 1% | 6% | -1% | ? | 7%
COc1ccc(COc2ccccc2C(N)=O)cc1F | 1% | ? | -0.2% | -2% | 3 | 0% | -1% | -6% | -5% | 0% | 1%
O=C(NNC(=O)c1cccs1)c1ccc(Br)cc1 | 4% | ? | -0.5% | 4% | 4 | 3% | 2% | -4% | 5% | ? | 0%
COc1ccc(CNC(=O)c2cc3c(C)nc4ccccc4c3o2)c(OC)c1 | -2% | 5.8µM* | -0.3% | -8% | -38 | 0% | 3% | ? | 12% | -7% | -3%
CC(=O)NCC(=O)NNC1CC(=O)N(c2cccc(Cl)c2)C1=O (configuration not stated) | -2% | 20% | -0.7% | 3% | 5 | 1% | 2% | 12% | 6% | -2% | -4%
Cc1cc(O)c(C(=O)/C=C/c2ccccc2Br)c(=O)o1 | -3% | ? | -0.6% | 7% | 26 | ? | -3% | 6% | 4% | 0% | 1%
CC1CCC2C(=O)N(c3cccc(OS(=O)(=O)c4ccccc4)c3)C(=O)C2C1 (configuration not stated) | 1% | -11% | -0.5% | -6% | -6 | 2% | 0% | 0% | -9% | ? | 6%
Cn1c(=O)c2c(-c3ccc(C(C)(C)C)cc3)n(N3CCOCC3)cc2n(C)c1=O | -1% | 3% | -0.5% | -1% | 14 | 1% | 3% | 0% | 21% | -1% | 0%
COc1cnc(SCc2c(Cl)cccc2Cl)nc1Cl | -8% | 12% | -1.0% | 0% | -17 | -6% | 1% | . | -22% | 4% | -11%
COc1ccc(NC(=O)c2cc3c(CO)cnc(C)c3oc2=Nc2cccc(F)c2)c(OC)c1 | -6% | 0% | -0.2% | 7% | 4 | -2% | 2% | -3% | 14% | 0% | 2%
CCn1cc(C(=O)O)c(=O)c2cc(F)c(N/N=C/c3ccccc3[N+](=O)[O-])cc21 | 0% | ? | -0.3% | -12%[46.1 µM] | -8 | 0% | 0% | 1% | -16% | 7% | -4%
O=C(CCN=C1NS(=O)(=O)c2ccccc21)OCc1nnc(-c2ccccc2)o1 | 0% | ? | -0.2% | 7% | -9 | -2% | -6% | 2% | 2% | ? | 4%
Cc1nc2ncnn2c(C)c1CCC(=O)NCc1ccc2c(c1)OCO2 | -3% | 18% | -0.6% | -7% | -3 | 2% | -1% | 5% | -5% | ? | -2%
CCOC(=O)c1cc(-c2ccccc2)nc2c1c(C)nn2-c1ccccn1 | 0% | ? | -0.9% | -6% | 1 | 0% | -4% | 2% | -10% | ? | 17%
O=C(CSCC(=O)NC1CC1)Nc1ccccc1 | -5% | 1% | -0.6% | 0% | 12 | 0% | -3% | 1% | 14% | 0% | -2%
Cc1ccc(S(=O)(=O)Nc2cccc(C(=O)NCCCN3CCCC3=O)c2)cc1F | -2% | -9% | 0.0% | -4% | -1 | 0% | -8% | -1% | 10% | 3% | -2%
CSc1nsc(SC)c1C(=O)N1CCN(S(=O)(=O)c2ccc(C)cc2)C1C(C)C (configuration not stated) | -9% | 18µM* | 0.4% | -3%[46.1 µM] | -8 | -7% | -11% | 2% | 2% | 1% | 24%
C=CCNS(=O)(=O)c1ccc(OCC(=O)OCC)cc1 | -3% | 0% | 0.1% | 9% | 4 | 4% | -3% | 11% | -7% | 7% | 5%
CCCn1c2ccccc2c2cnn(CC(=O)NCCCN3C(C)CCCC3C)c(=O)c21 (configuration not stated) | -2% | 4% | 0.3% | 1% | 0 | 4% | 10% | ? | -2% | -1% | 3%
C[C@]12c3[nH]c4ccccc4c3CCN1C(=O)C(CC(=O)NCCN1CCOCC1)C[C@@H]2C(=O)N1CCCCC1 (some centres not stated) | 1% | 10% | -0.5% | -2% | -4 | 0% | 5% | -3% | 7% | -2% | .
N#CC(C#N)=NNc1ccc(S(=O)(=O)N2CCCCC2)cc1 | 1% | ? | -0.7% | -7%[46.1 µM] | ? | -1% | 0% | 1% | -5% | ? | 11%
Cc1ccc(NCc2nc(SCC(=O)Nc3ccccc3)n[nH]2)cc1 | -10% | 15% | 0.0% | . | -2 | 2% | -2% | 2% | 8% | 1% | 2%
O=C(c1ccc(Cl)cc1)C1CCN(C(=O)NC2CCCCC2)CC1 | . | ? | 0.1% | . | -13 | 0% | 0% | -3% | 5% | 0% | 3%
Cc1ccc2[nH]c(=O)c(CN(C)C(=O)c3cccs3)cc2c1 | -6% | ? | 0.2% | 2% | 3 | -6% | 0% | -2% | 5% | 1% | -1%
O=S(=O)(NC1=NCCCCC1)c1ccccc1Cl | -1% | 3% | 0.4% | -4% | -3 | -1% | 5% | 6% | 5% | -4% | 5%
NC(=O)COC(=O)c1ccc(C(=O)C(=O)c2ccccc2)cc1 | -1% | 5% | -0.3% | -17% | 6 | 1% | -13% | 5% | 5% | ? | 14%
COc1ccccc1C(=O)N(C1=NC(C)CS1)c1ccc(Cl)cc1 (configuration not stated) | 0% | -5% | -0.1% | 0% | 30 | 2% | 0% | 1% | 8% | 3% | 1%
Cc1ccccc1OC(C)C(=O)Nc1ccc(S(=O)(=O)Nc2nccs2)cc1 (configuration not stated) | -1% | -5% | -1.2% | 6% | 10 | -4% | 1% | -4% | 1% | 5% | 7%
Cc1ccc(C(C(=O)NC2CCCC2)N(C(=O)CNC(=O)c2ccco2)c2ccccc2)o1 (configuration not stated) | -1% | -1% | -0.1% | -4% | -12 | 0% | 1% | 4% | 3% | 0% | 3%
Cc1ccccc1N1C(=O)C2C3CC(=O)C(c4ccccc43)C2C1=O (configuration not stated) | -2% | 15% | -0.5% | -4%[46.1 µM] | -8 | 0% | -3% | 0% | 4% | -2% | 1%
Brc1ccc(CNc2nc3ccccc3n2CCN2CCCCC2)cc1 | -3% | -3% | -1.0% | 3% | 1 | 3% | -5% | ? | -5% | 0% | -11%
COc1ccc(CNS(=O)(=O)c2cc(-c3cc(C)no3)ccc2C(C)C)cc1 | -2% | ? | -0.6% | 2% | 28 | -5% | 2% | ? | -4% | ? | 3%
Cc1nn(C(C)C(=O)Nc2ccc(Cl)cn2)c(C)c1[N+](=O)[O-] (configuration not stated) | -5% | -5% | 0.3% | . | 9 | -2% | -4% | -2% | -5% | 2% | 3%
CCOC(=O)C1=C(C)Nc2ncnn2C1c1ccc2c(c1)OCO2 (configuration not stated) | -2% | 10% | -0.5% | 0% | 7 | 3% | -1% | -1% | 14% | -2% | -2%
Cc1ccc(C(=O)NCC(=O)N2CCCN(S(=O)(=O)c3ccc(C)cc3)CC2)cc1 | -2% | 11% | -1.0% | -6% | 13 | -2% | 3% | -7% | 5% | 2% | 10%
CCOC(=O)C1CCN(c2ncnc3c2c(-c2ccccc2)cn3-c2ccc(C)cc2)CC1 | 0% | 15µM* | -0.1% | -2% | -10 | 0% | 1% | 4% | -12% | ? | 4%
Cn1c(N2CCCCC2)cc(=O)n(C)c1=O | 0% | ? | -0.6% | 5% | 11 | -2% | 2% | 0% | 0% | -1% | 1%

Assay outcomes deposited in PubChem by National Center for Advancing Translational Sciences (NCATS).
